From PubChem
Fam108B counter – counter-screen for RBBP9 inhibitors: inhibitors of mouse Fam108B; recombinant Fam108B, FP-Rh probe fluorescence polarization; inhibition, % at 9.51 µM; actives 0.33% (n = 300,000); AID 1947;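 active = inhibition above the screen mean inhibition plus 3 SD, computed separately per campaign, cut at about 18% in these data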;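 note: inhibitors lower polarization as less probe binds the enzyme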
PAFAH2 inh – PAFAH2 (human) inhibition; AID 492956; actives 0.99% (n = 340,000); recombinant PAFAH2, FP-rhodamine activity probe, fluorescence polarization; Q99487; inhibition, % at 3.39 µM;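 active = inhibition above the mean over all tested compounds plus 3 SD, cut at about 30% in these data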;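 note: inhibitors block probe labeling of enzyme so polarization drops; 0% = enzyme with DMSO and 100% = wells lacking PAFAH2 protein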
PAFAH1B2 inh – inhibitors of human PAFAH1B2; recombinant PAFAH1B2, FP-rhodamine activity probe, fluorescence polarization; P68402; inhibition, % at 3.39 µM; actives 1.2% (n = 340,000);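 active = inhibition above the mean of all tested compounds plus 3 SD, cut at about 24% in these data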;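 note: 0% = enzyme with DMSO and 100% = wells lacking PAFAH1B2; many of its hits are not listed in these tables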
PAD4 inh – blocks human protein arginine deiminase 4; Q9UM07; recombinant PAD4, RCA probe fluorescence polarization; inhibition, % at 6.36 µM; actives 0.41% (n = 330,000); AID 485272;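 active = percent inhibition above a cutoff equal to the mean of all tested compounds plus 3 SD, cut at about 15% in these data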;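 note: 0% = PAD4 with RCA probe and DMSO and 100% = probe without PAD4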
Target sequence (Q9UM07 whole entry, looked up): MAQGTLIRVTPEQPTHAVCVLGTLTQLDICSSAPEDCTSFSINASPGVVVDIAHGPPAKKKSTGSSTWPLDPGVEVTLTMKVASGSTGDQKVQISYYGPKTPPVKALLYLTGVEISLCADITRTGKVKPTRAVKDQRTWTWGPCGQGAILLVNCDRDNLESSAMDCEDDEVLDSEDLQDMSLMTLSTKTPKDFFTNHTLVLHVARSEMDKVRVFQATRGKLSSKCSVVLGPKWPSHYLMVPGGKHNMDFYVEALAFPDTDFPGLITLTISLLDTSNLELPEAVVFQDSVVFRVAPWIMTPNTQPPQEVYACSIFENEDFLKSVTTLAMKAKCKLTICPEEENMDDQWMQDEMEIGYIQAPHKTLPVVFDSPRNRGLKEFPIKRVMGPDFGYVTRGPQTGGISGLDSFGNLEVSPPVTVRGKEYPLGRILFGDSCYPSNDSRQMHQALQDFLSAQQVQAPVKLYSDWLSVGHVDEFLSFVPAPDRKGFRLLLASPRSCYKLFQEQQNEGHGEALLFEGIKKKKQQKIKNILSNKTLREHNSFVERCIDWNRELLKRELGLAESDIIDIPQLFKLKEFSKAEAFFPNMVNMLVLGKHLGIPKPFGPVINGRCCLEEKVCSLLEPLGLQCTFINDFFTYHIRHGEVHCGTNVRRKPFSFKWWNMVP
PAFAH1B3 inh – PAFAH1B3 (human) inhibition; AID 492972; inhibition, % at 3.39 µM; actives 0.28% (n = 340,000); Q15102; recombinant PAFAH1B3, FP-rhodamine probe, fluorescence polarization;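 active = inhibition above the screen-wide average of all tested compounds plus 3 SD, cut at about 25% in these data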;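 note: 0% = enzyme with DMSO only and 100% = wells lacking PAFAH1B3 protein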
Target sequence (Q15102 whole entry, looked up): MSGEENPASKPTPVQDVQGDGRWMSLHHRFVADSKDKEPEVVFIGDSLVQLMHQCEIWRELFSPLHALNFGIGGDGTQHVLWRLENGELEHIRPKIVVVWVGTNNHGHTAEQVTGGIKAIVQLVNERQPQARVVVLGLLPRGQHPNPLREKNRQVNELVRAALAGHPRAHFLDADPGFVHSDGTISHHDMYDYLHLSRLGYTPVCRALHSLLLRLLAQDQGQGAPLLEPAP
pPAFAH FP inh – inhibitors of human plasma PAF acetylhydrolase (pPAFAH). recombinant pPAFAH, FP-rhodamine probe fluorescence polarization. Q13093. inhibition, % at 3.39 µM. actives 1.5% (n = 330,000). AID 463082;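 active = inhibition above the mean inhibition across the screen plus 3 SD, cut at about 25% in these data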;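 note: inhibitors block binding of the rhodamine activity-based probe so polarization drops; 0% = enzyme with DMSO and 100% = wells lacking pPAFAH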
LYPLA1 inh – counter-screen for PME1 inhibitors: inhibitors of human LYPLA1 | recombinant LYPLA1, FP-Rh probe fluorescence polarization | actives 0.16% (n = 320,000) | O75608 | inhibition, % at 5.9 µM;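 active = inhibition above the mean of all tested compounds plus 3 SD, set per campaign, cut at about 14% in these data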;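 note: inhibitors block serine hydrolase probe labeling of LYPLA1 so polarization falls; 0% = enzyme with DMSO and 100% = wells lacking LYPLA1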
GSTO1 counter – counter-screen for RBBP9 inhibitors: inhibitors of human GSTO1 | inhibition, % at 5.96 µM | recombinant GSTO1, activity-based probe fluorescence polarization | AID 1974 | actives 1.1% (n = 300,000);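 active = inhibition above the campaign mean inhibition plus 3 SD, cut at about 35% in these data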;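 note: 0% = GSTO1-1 with DMSO and 100% = wells lacking GSTO1-1 enzyme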
PME-1 inh – PME-1 (human) inhibition; Q9Y570; recombinant PME-1, FP-Rh probe fluorescence polarization; inhibition, % at 5.9 µM; actives 0.53% (n = 320,000); AID 2130;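 active = inhibition above the campaign mean of all compounds plus 3 SD, cut at about 26% in these data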;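 note: competitive labeling of PME-1 active site by serine hydrolase directed probe; 0% = PME-1 with DMSO and 100% = wells lacking PME-1 enzyme; inhibitors block probe labeling so polarization falls and inhibition rises; many of its hits are not listed in these tables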
An asterisk follows results filed as active; . = not tested or not shown.

SMILES	Fam108B counter	PAFAH2 inh	PAFAH1B2 inh	PAD4 inh	PAFAH1B3 inh	pPAFAH FP inh	LYPLA1 inh	GSTO1 counter	PME-1 inh
Cc1ccc(-c2csc3nc(C)n(N)c(=O)c23)o1	0	3	4	-6	7	0	5	-6	11
COc1cc(/C=N/NS(=O)(=O)c2ccc(C)c([N+](=O)[O-])c2)ccc1O	2	2	8	0	0	-6	-2	2	1
COc1cc2nc(CN(C)Cc3ccc(F)cc3)[nH]c(=O)c2cc1OC	1	-1	9	0	7	-7	-1	6	-2
O=C(NCC(c1cccnc1)N1CCOCC1)c1ccco1 (centres undefined)	-4	-10	0	1	-2	1	-5	-2	3
Cc1ccc(NC(=O)CSC(C)c2nc3ccccc3c(=O)[nH]2)cc1 (centres undefined)	-5	1	12	-10	-1	-6	-1	-5	4
Cc1ccc(-c2cc(C(=O)NC3=NCCS3)c3ccccc3n2)cc1C	-2	-11	-2	0	2	-1	-12	-21	-7
N#CC1=C(N)Oc2nc(-c3ccccc3)[nH]c2C1c1cccnc1 (centres undefined)	2	3	3	-13	-5	2	-2	32	0
CCCC(CCC)C(=O)Nc1cccc(-c2cn3c(n2)SCC3)c1	-1	8	-2	1	12	5	-2	-16	8
CCCN1C(=O)c2ccccc2NC1c1ccc(OC)c(CSc2ccccn2)c1 (centres undefined)	7	-8	5	2	9	1	-3	10	8
COc1ccc(-c2nc3ccccc3n2CCC(C)C)cc1OC	6	-1	2	4	6	15	0	-8	-4
CCCCCC(=O)Nc1cc(S(=O)(=O)N2CCOCC2)ccc1N1CCCCC1	-1	1	-2	-4	2	1	2	8	-3
CC(=O)c1ccc(S(=O)(=O)NCC2(N3CCOCC3)CCCCC2)cc1	.	-4	17	4	13	-2	3	.	-2
N=P(N1CCOCC1)(N1CCOCC1)C12CC3CC(CC(C3)C1)C2	-1	1	5	0	5	3	7	5	0
O=c1cc(CSc2nnnn2-c2ccccc2)nc2nc[nH]n12	-2	-3	1	-1	5	2	-1	-11	-3
O=C1CCC(=O)N1CNc1ccc(Oc2ccccc2)cc1	-2	5	3	-1	2	4	-1	5	6
O=C(Nc1nc(-c2ccccc2)cs1)NC1CCCCC1	0	30*	6	-8	4	0	-8	-10	3
O=S(=O)(/N=C(\c1ccccc1)N1CCOCC1)c1ccc(Cl)cc1	-1	-2	5	-4	-1	2	0	5	8
Cc1nn(CC2CC2)c(=O)n1-c1ccc(Oc2ccccc2)cc1	-4	2	2	-6	4	1	-1	-8	-7
O=C(NCCC1=CCCCC1)c1cc2c(s1)CS(=O)(=O)C2	0	2	1	-3	0	0	1	1	-6
CCN1CCN(Cc2c(OC)ccc3ccccc23)CC1	0	3	-2	-6	5	-3	0	1	2
Cc1ccc(C)c(S(=O)(=O)N(C)Cc2cccs2)c1	.	-2	-1	-1	-2	-4	-4	.	-1
S=C1NC[C@H](CC2CCCCC2)N1CCCCC1CCCCC1	7	-4	8	1	1	2	-3	-2	-9
O=C(COC(=O)c1cncc(Br)c1)NC1CCCCC1	1	16	5	3	1	4	1	-2	-4
CCCC[C@@H]1CCCO[C@@](C(=O)NCc2cc(C)n(C)n2)(C(F)(F)F)C1	3	7	4	1	5	3	-4	-4	-1

Retrieved one by one from the entries so far:
SMILES	Fam108B counter	PAFAH2 inh	PAFAH1B2 inh	PAD4 inh	PAFAH1B3 inh	pPAFAH FP inh	LYPLA1 inh	GSTO1 counter	PME-1 inh
S=C1NC[C@H](CC2CCCCC2)N1CCCCC1CCCCC1	7	-4	8	1	1	2	-3	-2	-9
N=P(N1CCOCC1)(N1CCOCC1)C12CC3CC(CC(C3)C1)C2	-1	1	5	0	5	3	7	5	0
O=C1CCC(=O)N1CNc1ccc(Oc2ccccc2)cc1	-2	5	3	-1	2	4	-1	5	6
Cc1ccc(C)c(S(=O)(=O)N(C)Cc2cccs2)c1	.	-2	-1	-1	-2	-4	-4	.	-1

A second format for some results above:
CCN1CCN(Cc2c(OC)ccc3ccccc23)CC1
  Fam108B counter: 0; PAFAH2 inh: 3; PAFAH1B2 inh: -2; PAD4 inh: -6; PAFAH1B3 inh: 5; pPAFAH FP inh: -3; LYPLA1 inh: 0; GSTO1 counter: 1; PME-1 inh: 2
Cc1ccc(C)c(S(=O)(=O)N(C)Cc2cccs2)c1
  Fam108B counter: .; PAFAH2 inh: -2; PAFAH1B2 inh: -1; PAD4 inh: -1; PAFAH1B3 inh: -2; pPAFAH FP inh: -4; LYPLA1 inh: -4; GSTO1 counter: .; PME-1 inh: -1
S=C1NC[C@H](CC2CCCCC2)N1CCCCC1CCCCC1
  Fam108B counter: 7; PAFAH2 inh: -4; PAFAH1B2 inh: 8; PAD4 inh: 1; PAFAH1B3 inh: 1; pPAFAH FP inh: 2; LYPLA1 inh: -3; GSTO1 counter: -2; PME-1 inh: -9

(cont.)
SMILES	Fam108B counter	PAFAH2 inh	PAFAH1B2 inh	PAD4 inh	PAFAH1B3 inh	pPAFAH FP inh	LYPLA1 inh	GSTO1 counter	PME-1 inh
COc1ccc(S(=O)(=O)NNC(=O)c2ccccc2-n2cccc2)cc1	-2	2	6	-5	10	2	-5	2	1
C=CCn1c(NCc2ccccc2OC)nc2ccccc21	0	2	7	-2	8	2	0	2	0
CCN(c1ccccc1)S(=O)(=O)c1cccc(C(=O)NCc2cccnc2)c1	5	-1	6	-5	10	0	8	-5	4
COC(=O)C1CCN(C(=O)c2cc3c(=O)n4cccc(C)c4nc3n2Cc2ccccc2)CC1	-1	7	6	-5	-1	5	5	9	4
Cc1cc(-c2ccc(C)c(S(=O)(=O)NCCC(C)N3CCCCCC3)c2)on1 (centres undefined)	-1	-6	4	-2	4	-1	-5	3	2
CCn1nc(C)c(CN2CCCC(CO)(Cc3cccc(Cl)c3)C2)c1C (centres undefined)	1	3	0	2	-2	3	2	-1	8
Cc1cc(CNC(=O)COc2c(F)c(F)cc(F)c2F)c2ccccc2n1	-2	-7	0	1	0	0	4	8	-1
NC(=S)COc1ccccc1	3	-1	1	-1	3	6	2	1	3
C=CCNC(=O)CN(c1cccc(Br)c1)S(C)(=O)=O	-4	8	3	-1	2	0	1	10	-1
CC(C)(C)c1ccc(COc2ccsc2C(=O)O)cc1	-4	-10	14	-4	-4	-1	0	3	-4
CC1C(C)C(O)(c2ccccc2)CCN1C (centres undefined)	1	6	-2	-5	13	3	-2	-1	6
COc1ccccc1C1(CC(=O)O)CCOC(C)(C)C1 (centres undefined)	1	1	6	-4	2	4	4	9	-1
CCOC(=O)c1ccc(NC(=O)CSc2nnc(-c3cccs3)n2CC)cc1	2	-7	-1	0	7	3	-2	8	-3
O=C(O)c1ccc2c(c1)C(=O)N(Cc1ccco1)C2=O	-2	4	-2	-1	6	-3	0	4	-5
O=Cc1ccc(OC(=O)Cc2ccc(F)cc2)cc1	0	.	.	3	.	5	-1	-4	4
CCc1nnc2n1N=C(c1ccc(Br)cc1)CS2	2	12	-3	-7	3	0	3	-7	3
CCOC1=NN(c2ccc(Cl)cc2)C(=O)/C1=C\N(C)C	0	4	1	3	5	8	1	19	5
CCCOc1ccc(N2C(=O)CC(N(CCc3ccccc3)C(=O)c3ccccc3)C2=O)cc1 (centres undefined)	0	-3	2	4	4	-3	0	6	-1
CN(C)CCOc1ccc2ccccc2c1	1	-9	-1	2	6	-2	-2	2	1
c1nc(N2CCCCCC2)c2[nH]cnc2n1	1	-4	-4	-5	1	-1	-1	5	1
O=C(Nc1ccc2nc(-c3ccco3)c(-c3ccco3)nc2c1)N1CCCCCC1	40*	.	.	-12	.	69*	-15	60*	7
CCn1ccnc1CN1CCCC(C(=O)c2ccc3c4c(cccc24)CC3)C1 (centres undefined)	-1	4	4	-2	2	5	0	-1	7
CCOc1ccc(CCNC(=O)C2CC(C)=CCC2C(=O)O)cc1OCC (centres undefined)	-3	-5	2	-1	4	0	-2	1	0
Cc1sc(NC(=S)NC(=O)CCc2ccccc2)c(C(N)=O)c1C	1	-7	0	-6	-1	-2	0	-8	-1
NN1C(=O)NC(c2ccccc2)(c2ccccc2)C1=O	0	-2	-5	-4	-3	5	4	-7	-3
COc1ccc(S(=O)(=O)N(CC(=O)NCc2ccncc2)c2ccc(C)cc2)cc1Br	-1	6	0	-2	3	1	-3	5	1
CCOc1ccccc1C(=O)OCC(=O)NCCNC(=O)COC(=O)c1ccccc1OCC	5	8	2	-2	6	0	0	0	7
COc1ccc(-c2cc(=O)[nH][nH]2)cc1OC	-1	0	1	65*	2	1	-3	66*	0
CC1CC(C)CN(C(=O)C(C)N(C)CC(=O)Nc2ccc(F)cc2)C1 (centres undefined)	.	-4	5	2	7	3	1	.	4
C#CCOc1ccccc1/C=C1/C(=O)ON=C1C	-7	-6	-5	2	-2	8	-2	8	4
CCOC(=O)c1[nH]c(C)c(C(=O)OCc2c(C)noc2C)c1C	0	6	0	-2	3	6	-3	-6	-5
COC(=O)N[C@H](CC(C)=O)c1cccc(C(F)(F)F)c1	-2	6	6	4	4	2	-2	5	4
CCOc1ccc(S(=O)(=O)Nc2ccc3c(c2)n(C)c(=O)n3C)cc1	-4	1	0	-1	-2	4	-2	-4	0
Cc1ccccc1-n1c(SCC(=O)NCc2cccs2)nnc1-c1ccncc1	-1	6	-3	-1	5	-1	0	3	-4
CC(=O)NC(C)c1nc2ccccc2n1CC(=O)NC(C)CCc1ccccc1 (centres undefined)	-1	4	4	-3	0	3	-1	2	-6
CC(=O)NNc1cc(=O)c2c(=O)n(C)c(=O)n(C)c2[nH]1	-5	5	2	-4	2	-1	1	2	0
CCOC(=O)c1ccc(NC(=O)c2nc[nH]c2C(=O)NCc2ccccc2)cc1	-9	-26	0	2	-12	-2	-21	3	-19
CC(=O)N1C(C(=O)O)Cc2c([nH]c3ccccc23)C1(C)C (centres undefined)	-3	-2	3	1	4	1	-1	-3	4
CC/C=C(\NC(C)=O)c1ccccc1	.	-5	8	3	10	4	3	.	-1
Cc1ccc(C)c(SCC(=O)Nc2nnc(-c3ccccc3)o2)c1	5	10	14	-2	-3	-3	-3	26	7
COC(=O)c1scc(S(=O)(=O)c2ccccc2)c1N	-3	2	5	-4	6	4	-1	3	-6

These rows are one share of the data, so the mix of outcomes need not match the whole.
